High-throughput results deposited in PubChem by National Center for Advancing Translational Sciences (NCATS).
TGFb SMAD3 inh: qHTS for Inhibitors of TGF-b | HepG2 CAGA-GFP TGF-b/SMAD3 reporter, GFP fluorescence, 18 h; TGF-beta stimulated, 500 pg/mL final | Potency, µM (series often up to 46.1 µM), inactives show at the top dose activity, negative = inhibition, most hits filed as inhibitors | hit rate 1.2% among 410,000; further: potency means the concentration at half of the fitted maximal effect; on the % scale 0 is the no-effect control and ±100 the full control effect; nearly all actives have a fitted effect of over 65% in size
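Smad-responsive CAGA-GFP expression was quantified in HEPG2 cells exposed to compounds and 500 pg/mL final TGF-beta for 18 h at 37 degrees C; unstimulated wells defined full inhibition.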
MmCpn inh: Inhibitors of TCP-1 ring complex (TRiC) of Methanococcus maripaludis (MmCpn): qHTS; Chaperonin Mm-Cpn (Methanococcus maripaludis); purified Mm-Cpn ATPase, ADP Transcreener TR-FRET; Potency, µM (titrated, usually from 76.9 µM), for inactives: at the highest dose activity, negative = inhibition, most hits filed as inhibitors; hit rate 0.031% among 330,000; further: potency means the concentration at half of the fitted maximal effect; on the % scale 0 is the no-effect control and ±100 the full control effect; nearly all actives have a fitted effect of over 80% in size
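Purified archaeal Mm-CPN (25nM final) preincubated 10 min at 37degC with compound, then 10uM ATP for 30 min at 37degC; ADP measured by HTRF Transcreener TR-FRET; buffer 30 mM TRIS pH 7.4, 100mM KCl, 5mM MgCl2, 1mM DTT.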
A549 viability: Nrf2 qHTS screen for inhibitors: counterscreen for cytotoxicity | hit rate 0.16% among 390,000 | A549 ARE-Fluc cells, CellTiter-Fluor viability, 18-24 h | AID 504648, 2011 | Potency, µM (series often up to 46 µM), for inactives: at the highest dose activity change, negative = cytotoxicity, actives largely listed as inhibitors; further: potency means the concentration at half of the fitted maximal effect; on the % scale 0 is the no-effect control and ±100 the full control effect
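A549 ARE-Fluc cells in 5% FBS OPTI-MEM, 5000 cells/well, rested 2 h then exposed to compounds in concentration-response for 18-24 h at 37 °C. Viability by CellTiter-Fluor fluorescence (Ex 405/Em 525) after 30 min; luciferase luminescence (BugLite, 15 min, RT) read afterwards.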
Akt phos inh: HTS Assay for Inhibitors of Akt Phophorylation: Primary Screen; Neuro2A IGF-stimulated pAkt S473 HTRF, 20 min; active compounds read low; activity change, % for hits at 50 µM; hit rate 0.32% among 360,000; in the data active means activity change below about -80%; inconclusive means mostly about -51% to -80%; further: on the % scale 0 is the no-effect control and ±100 the full control effect
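Neuro2A cells (4,500/well, DMEM with 0.5% FBS) were treated with compound at a single 50 µM final concentration, stimulated with 6 nM IGF for 20 min at 37 °C, and lysed. Phospho-Akt Ser473 was read by HTRF as 665/615 ratio ×10^4.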
CCT modulator: High-Throughput Screening for Modulators of Cytosolic Chaperonin Activity | purified chaperonin ATPase assay, HTRF ADP detection, 30 min | AID 651819, 2012 | activity change, % (no concentration beside the values), hits read low | hit rate 0.3% among 360,000; in the data active means activity change below about -30%; further: on the % scale 0 is the no-effect control and ±100 the full control effect
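TRiC at 40 or 20 nM final (batch-dependent) in 30 mM Tris pH 7.4, 100 mM KCl, 5 mM MgCl2, 1 mM DTT, with compound at single 76 uM and 10 uM ATP, 30 min at 37 deg C. ADP detected by HTRF Transcreener, 665/615 ratio.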
Nrf2 inh: Nrf2 qHTS screen for inhibitors; A549 ARE-Fluc reporter, luciferase luminescence, 18-24 h; Potency, µM (series often up to 46 µM), for inactives: top-dose activity change, negative = inhibition, most hits filed as inhibitors; hit rate 2.1% among 360,000; AID 504444, 2011; further: potency means the concentration at half of the fitted maximal effect; on the % scale 0 is the no-effect control and ±100 the full control effect; nearly all actives have a fitted effect of over 60% in size
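In this cell-based qHTS, ARE-driven firefly luciferase in A549 cells reports Nrf2 activity; the luminescent signal after BugLite lysis is the measured value, with a prior CellTiter-Fluor read for cell health.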
Abeta rescue: qHTS for compounds that reverse cellular toxicity of Amyloid beta (A-beta) peptide in yeast: Primary Screen | yeast expressing A-beta42, growth rescue, OD600, 48 h; response scale: 0% DMSO, 100% iron-clioquinol control | Potency, µM (top dose mostly 46.1 µM), for the others: at the highest dose growth rescue, hits mostly activators | hit rate 0.063% among 410,000 | AID 1347071, 2019; further: potency means the concentration at half of the fitted maximal effect; nearly all actives have a fitted effect of over 55% in size
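Yeast A-beta toxicity model in growth medium with pinned compounds, 48 h at 30 C; growth read as absorbance at 600 nm. Normalized to FeCl3/clioquinol equimolar mix (positive) and DMSO (negative).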
HepG2 tox: qHTS for Inhibitors of TGF-b: Cytotox Counterscreen | HepG2 CAGA-GFP viability, ATP luminescence, 18 h | Potency, µM (highest dose often 46.1 µM), without a hit: top-dose activity change, negative = cytotoxicity, usual class: cytotoxic | hit rate 0.76% among 410,000; further: potency means the concentration at half of the fitted maximal effect; some results filed as inactive show a strong effect at the top dose
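CellTiter-Glo luminescence gave cytotoxicity after 18 hours at 37 degrees C. The cells were HepG2 CAGA-GFP in 1% FBS DMEM, stimulated with 500 pg/mL TGF-beta after compound addition. %Activity was normalised to no-cell wells (complete cell-killing) and DMSO (no toxicity), and curves were fitted and classified.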
Nrf2 activator: qHTS of Nrf2 Activators | hit rate 0.31% among 410,000 | Potency, µM (titrated, usually from 46.1 µM), inactives show at the top dose activation, most hits filed as activators | AREc32 ARE-luciferase reporter (MCF7-derived line), luminescence, 24 h | AID 624171, 2012; further: potency means the concentration at half of the fitted maximal effect; % of control where 0% means no effect; nearly all actives have a fitted effect of over 65% in size
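Each well held 1000 AREc32 cells, which were incubated with compound for 24 hr at 37 deg C after overnight attachment, and ARE reporter activity was quantified by firefly luciferase luminescence.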
* hit, by the source's call; i = inactive; ? = inconclusive; . = no result given; [ ] = another dose, or the depositor's remark. Unless noted, the call rests on the fitted dose curve; in most records, active means well fitted curve in the direction sought with a large enough effect; inconclusive means small, poorly fitted or top-dose-only effect, or another doubt; inactive means no such curve, though single readings can be large; an effect the other way counts as inactive or inconclusive.

Every second line gives: TGFb SMAD3 inh, MmCpn inh, A549 viability, Akt phos inh, CCT modulator, Nrf2 inh, Abeta rescue, HepG2 tox, Nrf2 activator
> Cc1cc(C(F)F)n2nc(C(=O)Nc3sc4c(c3C#N)CCC(C)C4)nc2n1 (stereo unspecified)
  23%, 0%, -17%, i, 0.1, -15%, -11%, -15%, 3.5%
> C=CCN1C(=O)c2ccc(C(=O)N(CCOC)c3c(N)n(CCCC)c(=O)[nH]c3=O)cc2C1=O
  3%, 0%, -7%, i, 1.2, 3%, -15%, 1%, -1.3%
> CN(C)S(=O)(=O)c1cccc(NC(=O)CN2C(=O)NC(Cc3ccccc3)C2=O)c1 (stereo unspecified)
  0%, 0%, -8%, i, -3.2, 2%, -16%, -19%, 0.5%
> O=S(=O)(c1ccc(Br)cc1)N1CCC(c2nc3ccccc3[nH]2)CC1
  ?, 4%, 0%, i, -1.5, -19%, 4%, -33%, 9.8%
> CCN1CCN(C(=O)CCNC(=O)Cn2cnc3ccccc3c2=O)CC1
  10%, 0%, 8%, i, -1.3, 0%, -8%, 10%, -0.5%
> Cc1cccc(C(=O)OCC(=O)NCc2ccco2)c1
  -8%, 2%, 1%, i, -3.4, 5%, 1%, 1%, 5.4%
> COc1ccc(N2CCN(C(=O)c3cnc(SC)nc3C)CC2)cc1
  2%, ., 1%, ., ., -1%, -8%, 3%, 0.6%
> Cc1cn([C@H]2C[C@H](O)[C@@H](CNC(=O)[C@H]3CCC(=O)N3)O2)c(=O)[nH]c1=O
  -5%, ., ., i, -4.4, ., -7%, -48%, -0.3%
> CCOC(=O)C1(CCCc2ccccc2)CCN(C(=O)CSC)CC1
  -7%, 0%, -3%, i, -2.0, -25%, 6%, -27%, -0.7%
> CSc1cccc(NC(=O)Cn2ncn3c(cc4ccccc43)c2=O)c1
  0%, ., -6%, ., ., -5%, 5%, -13%, 4.9%
> Cc1onc(-c2ccccc2)c1C(=O)Nc1cccc(C#N)c1
  -18%, -1%, 8%, i, -1.0, 4%, 5%, -1%, -0.3%
> O=C(COc1ccccc1)Nc1cccc(-c2nc3ccccc3[nH]2)c1
  ?, -5%, 12%, i, 2.0, ?, -24%, -51%, 5.1%
> COc1cc(C=Cc2nnc3c4ccccc4cnn23)cc(OC)c1OC
  1%, ., ., i, -1.7, ., -6%, -19%, 4.2%
> O=C(NNC(=O)c1ccccc1Br)c1ccc(Cl)cc1
  -14%, 1%, -5%, i, -2.5, -4%, -11%, -8%, 0.8%
> Cc1ccc(C)c(NC(=O)CSc2c(C)n[nH]c2C)c1
  0%, -1%, 2%, i, 0.4, 4%, -2%, -19%, -0.7%
> COc1cc(S(=O)(=O)N(Cc2cccnc2)Cc2cccc(OC)c2OC)ccc1-n1cnnn1
  -8%, 0%, 3%, i, -0.8, -18%, 1%, -10%, 0.1%
> CC(=O)Nc1cccc(NC(=O)CSc2nc(C)c(C)c(C)c2C#N)c1
  15%, -6%, 6%, i, -1.9, ?, -6%, -7%, -1.7%
> Nn1cnc2scc(-c3ccco3)c2c1=O
  -7%, -14%, 0%, i, 1.9, -10%, 2%, -1%, 27%
> CCCC(=O)Nc1cccc(NC(=O)c2ccccc2Br)c1
  8%, -1%, -9%, i, 0.0, -25%, 0%, 5%, -0.3%
> Cc1onc(-c2ccccc2Cl)c1C(=O)Nc1ccc(S(=O)(=O)NCC2CCCO2)cc1 (stereo unspecified)
  -1%, -3%, -2%, i, -0.6, 7%, 13%, -13%, 1.1%
> O=C(CCC(=O)OCC(=O)c1cccc([N+](=O)[O-])c1)Nc1ccccc1Cl
  31%[activator], 0%, ?, i, -2.8, -3%, 13%, 2%, 0.0%
> COC(=O)C1=CN(C(C)C)C=C(C(=O)OC)C1c1cc(Br)c(OC)c(OC)c1
  11%, -8%, 28%, i, -0.6, ?, -23%, -2%, 5.2%
> c1cc(-c2nsc(-c3ccncc3)n2)ccn1
  -1%, -2%, -3%, i, -0.8, ?, ?, -32%, -0.8%
> CN(C)c1ccc(NC(=O)CN2CCN(CC(=O)Nc3ccc(Br)cc3)CC2)cc1
  -12%, ., 3%, ., ., ., -12%, -18%, 1.4%
> O=C(CC(O)(c1ccccc1)c1ccccc1)Nc1ccccn1
  -11%, ., 1%, i, 1.7, 6%, 0%, -12%, 3.5%
> CCC(C)(C(=O)NC1CCCC1)N(C(=O)CNC(C)=O)c1ccc(C)cc1 (stereo unspecified)
  -8%, -1%, -2%, i, -2.1, 9%, 4%, -4%, -0.4%
> COc1cc(NC(=O)c2cc3c(=O)n(C)c4ccccc4c3n2C)cc(OC)c1OC
  3%, -3%, 1%, i, -2.4, -16%, 4%, -2%, -0.8%
> COc1ccccc1NC(=O)c1ccc(-c2ccc(Br)cc2)o1
  ?, -20%, 9%, i, -2.8, 27%, -10%, -39%, 7.3%
> COc1cccc(CN2CCC2(C)C(=O)Nc2cnc3ccccc3c2)c1F (stereo unspecified)
  0%, ., ., i, 0.2, ., -3%, -15%, 3.5%
> CN(CC(=O)N1CC(=O)N(CCc2ccccc2)C(=O)C1)S(=O)(=O)c1cccc2nsnc12
  -35%, -1%, -2%, i, -0.7, -1%, 25%, 1%, -1.1%
> COCCN(CC(=O)Nc1ccccc1C(F)(F)F)C(=O)c1ccc(-n2cccn2)cc1
  12%, 1%, 5%, i, -1.5, -7%, 13%, 13%, -1.1%
> COc1ccc(CNC(=O)CCc2c(C)nn(-c3ccc(N4CCCCC4)nn3)c2C)cc1
  -3%, ., -3%, ., ., -9%, 4%, -19%, -0.3%
> O=C(CC1SCCNC1=O)Nc1cccc(C(F)(F)F)c1 (stereo unspecified)
  3%, 1%, ., i, 0.0, 7%, -10%, 23%, 0.5%
> CCC(C)(C)n1nnnc1C(c1cc2cc3c(cc2[nH]c1=O)OCO3)N1CCCCC1 (stereo unspecified)
  0%, 0%, -4%, i, 0.9, 6%, 15%, 2%, 0.0%
> S=C(NCCc1ccccc1)Nc1cnc2ccccc2c1
  ?, 1%, 0%, i, -0.4, -1%, ., -30%, 4.5%
> CC(C)C(=O)Nc1nnc(S(=O)(=O)N2CCCc3ccccc32)s1
  -12%, 0%, 1%, i, -4.3, 16%, -3%, -9%, 0.4%
> CCOC(=O)Cn1nc(-c2ccccc2)c2ccccc2c1=O
  7%, 2%, 4%, i, -1.1, 9%, 17%, -9%, 0.1%
> CCC(CC)C(=O)Nc1cccc(-c2nc3cccnc3s2)c1C
  24%, ., -2%, ., ., -3%, -15%, 5%, 5.8%
> Cc1nc(-c2nc(CC(=O)NNC(=O)c3ccc(Cl)cc3)cs2)cs1
  11%, 0%, -6%, i, -5.2, 3%, -1%, 1%, -1.1%
> O=[N+]([O-])c1ccc(S(=O)(=O)Nc2ccc(-c3ccc(N4CCOCC4)nn3)cc2)cc1
  20%, 1%, 6%, i, 1.0, 8%, -3%, -4%, 3.1%
> COc1cc(CN2C[C@@H](CO)O[C@@H](n3cnc4c(NCCN(C)C)ncnc43)C2)cc(OC)c1OC
  5%, ., ., i, -1.5, ., -14%, -13%, 0.0%
> COc1cccc(Cn2cc(S(=O)(=O)c3ccc(C)cc3)c(=O)c3cc4c(cc32)OCO4)c1
  6%, ., 5%, ., ., ?, -3%, 9%, 3.5%
> COc1cc(NC(=O)[C@H]2CCCN2S(=O)(=O)c2cccc3cccnc23)cc(OC)c1OC
  ?, 1%, -2%, i, 0.5, -7%, -5%, -10%, 0.6%
> CCOc1ccc(NC(=O)CSc2nnc(C)n2CCCOC)cc1
  1%, -3%, -3%[1.84 µM], i, -0.6, 10%, -8%, -8%, -0.2%
> CCC1=C(OC(=O)N(CC)CC)N2C(=O)OC(=NCCOC)[C@]2(Cc2ccccc2)[C@H]2C1=CC[C@H]1C(=O)N(C)C(=O)[C@H]12
  -6%, 1%, -8%, i, -3.3, -8%, -11%, -6%, 0.7%
> COc1ccc(CNC(=S)NCc2ccc(F)cc2)cc1
  -16%, -2%, 3%, i, -0.1, ?, ?, -12%, 2.2%
> O=C(NCc1cccc(F)c1)Nc1nnc([C@H]2C[C@H](O)[C@@H](CO)O2)s1
  -4%, ., ., i, -0.3, ., 2%, 4%, -0.3%
> O=C1CCN(CCc2ccccc2)CCN1C(CSc1ccc(Br)cc1)Cc1ccccc1 (stereo unspecified)
  -6%, ., ?, ., ., ?, ., 13%, .
> CC(Oc1ccc(Br)cc1)C(=O)Nc1cc(S(=O)(=O)N2CCOCC2)ccc1N1CCCC1 (stereo unspecified)
  -4%, -2%, -1%, i, -4.1, -12%, -3%, -3%, -1.0%
> COc1ccc(OC)c(NC(=O)C2CCN(C(=O)c3cccs3)CC2)c1
  25%, 1%, 6%, i, 1.2, 2%, -1%, 4%, 2.5%
> COc1cc(NS(=O)(=O)c2ccc(NC(=S)NC(=O)c3ccc(F)cc3)cc2)nc(OC)n1
  4%, -6%, 9%, i, -3.0, 9%, -5%, 15%, -0.2%
> COc1cccc(CNS(=O)(=O)c2ccc(S(=O)(=O)N3CCCC3)cc2)c1
  0%, -2%, 6%, i, -1.6, 1%, 0%, -6%, -0.6%
